MMP-13 inhibitor: human MMP13 inhibitors, primary screen, biochemical, FRET peptide cleavage. Collagenase 3 (Homo sapiens), P45452. MMP-13 fTHP FRET cleavage, Mca fluorescence. inhibition, % at 4 µM. hit rate 0.07% among 65,000. AID 570, 2006;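 active = inhibition above the mean of compound-free control plate wells plus 3 SD, cut at about 14% in these data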;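 also: 0% = DMSO wells and 100% = wells with reference MMP-13 inhibitor after basal subtraction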
Fluor 339 460: intrinsic fluorescence of library compounds, ex339/em460 – biochemical, MLSMR library, data from DPM-DC assay, artefact control, profiling panel | hit rate 5.5% among 65,000 | fluorescence fold increase at 10 µM | compound autofluorescence, ex339/em460 nm, NADH buffer; hits give high values; 1 = no-compound wells, NADH background | AID 709, 2007;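 active = at 10 µM, mean starting fluorescence two-fold or more over control wells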;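 also: signal is the first read of a kinetic run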
NADH coupling: inhibitors of PK/LDH coupling enzymes, profiling panel, artefact control, biochemical, MLSMR library; coupled PK/LDH NADH assays, four targets; IC50, µM (titrated, usually from 10 µM), for the others: at the highest dose inhibition; hit rate 0.02% among 65,000; AID 774, 2007;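 active = single-dose screening hits from any of four coupled enzyme assays that gave an IC50 when retested across doses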;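 also: the DPM-DC format reads NADH fluorescence rather than 340 nm absorbance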
HEK293 NFkB inh: inhibitors of PMA/ionomycin-induced NF-kB reporter, primary screen, antigen receptor NF-kB inhibitor project, cell-based, HEK-293 luciferase reporter, luminescence; HEK-293 NF-kB luciferase reporter; hit rate 0.21% among 62,000; inhibition, % at 3 µM;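 active = inhibition above the mean of all tested compounds plus 3 SD, cut at about 40% in these data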;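 also: 0% = stimulated DMSO wells and 100% = 10 µM reference inhibitor 5653914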
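Reagent: PMA plus ionomycin mix as NF-kB-activating stimulus. Assay system: NF-kB luciferase reporter HEK-293 cells. Technique: luminescence from luciferase substrate reagent. Incubation: 1 h compound pre-incubation, 16 h PMA/ionomycin at 37 °C. Benchmarks: DMSO only as uninhibited control, 10 µM reference inhibitor as full inhibition. Repeats: tested once.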
A340 absorber: compound light absorbance at 340 nm, profiling panel, artefact control, biochemical, MLSMR library, data from PS, PMK, MK assays | compound absorbance at 340 nm, fold over control | 65,000 tested, under 10 active | fold change at 10 µM | AID 708, 2007;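 active = at 10 µM dose, initial 340 nm absorbance at least 2 fold that of control wells; inactive = change under 2 fold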;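 also: initial absorbance extrapolated from kinetic A340 decline of NADH oxidation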
tolC growth inh: growth inhibitors of E. coli tolC mutant, primary screen, strain BW25113 ΔtolC::kan, 384-well. hit rate 2.2% among 65,000. growth inhibition, % at 10 µM (by protocol). OD615;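 active = growth inhibition at or above a cutoff equal to the mean over every tested compound plus 3 SD, cut at about 60% in these data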;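 also: growth measured after 20 h incubation at 37 °C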
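Signal: optical density read at 615 nm; Assay system: E. coli ΔtolC::kan strain BW25113; Times: 20 h incubation with compound, 37 °C; Dosing: 10 µM final, single dose.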
PKA inh: inhibitors of human PKA kinase activity, primary screen, biochemical, ATP-depletion luminescence, Kemptide substrate; cAMP-dependent protein kinase catalytic subunit alpha (Homo sapiens), P17612; PKA Kemptide phosphorylation, Kinase-Glo ATP luminescence; inhibition, % at 6 µM; hit rate 0.1% among 65,000;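 active = inhibition above the screen-wide mean inhibition plus 3 SD, cut at about 21% in these data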; also: many of its hits are not listed in these tables
ROCK2 blocker: inhibitors of human ROCK2 kinase, primary screen, biochemical, high-throughput, luminescence; Rho-associated protein kinase 2 (Homo sapiens), O75116; purified ROCK2, Kinase-Glo ATP depletion luminescence; inhibition, % at 6 µM; hit rate 0.35% among 60,000;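 active = inhibition above the screen-wide mean inhibition plus 3 SD, cut at about 18% in these data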;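 also: plate controls were DMSO wells for no effect and Y-27632 control wells after no-enzyme background subtraction for full effect; many of its hits are not listed in these tables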
JNK3 inh: JNK3 kinase activity inhibitors, primary screen, biochemical, human, purified enzyme; hit rate 0.61% among 60,000; HTS; inhibition, % at 8 µM; AID 746, 2007; Mitogen-activated protein kinase 10 (Homo sapiens), P53779; in the data active = inhibition above about 17%;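 also: 0% = DMSO and 100% = reference inhibitor; many of its hits are not listed in these tables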
An asterisk follows results filed as active; . = not tested or not shown; [ ] = dose if it differs, or a comment. Only part of the results is shown; the hit share may differ from the screen's.

Molecule,MMP-13 inhibitor,Fluor 339 460,NADH coupling,HEK293 NFkB inh,A340 absorber,tolC growth inh,PKA inh,ROCK2 blocker,JNK3 inh
COCCNC(=O)C(c1cccs1)N(C(=O)Cn1nnc2ccccc21)c1ccccc1 (stereo unspecified),-4,1,4%,16,0.98,.,8,2,8
N#Cc1cc2c(=O)n3ccccc3nc2n(Cc2cccnc2)c1=N,-11,1.3,0%,-1,1.1,-15,5,.,.
O=C(NC1CCCCC1)C(c1ccco1)N(Cc1ccco1)C(=O)c1ccco1 (stereo unspecified),-2,1.1,2%,-4,1,-1,8,-2,0
O=C(CSc1nccn1-c1ccc(F)cc1)NCc1ccc2c(c1)OCO2,2,1.1,4%,8,1,11,8,4,-3
COc1ccc(C)cc1NC(=O)c1ccc2c(c1)OCO2,-1,1.1,12%,-2,1,-11,2,6,-4
CCn1c(=O)cc(OCC(=O)NCCCN2CCN(c3cccc(Cl)c3)CC2)c2ccccc21,6,1.1,5%,10,1,19,9,10,-4
Cc1cc(NC(=O)C2CC(=O)OC2c2ccccc2)no1 (stereo unspecified),-4,1.2,3%,24,1,-23,-5,-5,-6
COc1ccc(/C=N/n2cnnc2)cc1COc1ccccn1,-1,1.1,3%,9,1,-17,-3,-4,5
CCOC(=O)C1=C(C)NC(SCC(N)=O)=C(C#N)C1c1ccncc1 (stereo unspecified),1,1.6,11%,2,1,-14,7,3,10
Cc1ccc(-c2cc3nc4c(c(=O)n3[nH]2)CCCC4)cc1,-13,1.4,6%,-68,0.98,8,4,4,0
CCc1nnc(NS(=O)(=O)c2ccc(NC(=O)OC)cc2)s1,3,1.1,6%,9,1,5,13,4,-1
Cc1ccc(C)n1-c1ccc2c(c1)COC2=O,-3,1.1,4%,13,1,-12,0,-5,3
CC(C)c1ccc(NC(=O)CSc2nnc(-c3ccccn3)n2C)cc1,9,1.2,3%,22,1,13,12,5,2
Cn1nc(-c2ccc(Cl)cc2)c2cc(C(=O)N3CCC(N4CCCCC4)CC3)sc21,-1,1.4,9%,-3,1,-6,2,1,-2
Cc1ccc(CN(CC2CCCO2)C(=O)CN2C(=O)C(C(C)C)Oc3ccccc32)o1 (stereo unspecified),0,1.1,7%,17,1,18,9,4,-2
CCCCNC(=O)Nc1ccon1,5,1,8%,22,0.98,-14,-1,0,-10
Cc1onc(-c2ccccc2Cl)c1C(=O)Nc1ccc(S(=O)(=O)N2CCCC2)cc1,-2,1.1,9%,12,1.1,13,7,1,-1
CC(=O)Nc1ccc(S(=O)(=O)N2CCN(c3cc(C)nc4ccccc34)CC2)cc1,6,1,3%,7,1,-1,0,-5,-9
O=C(CCCSc1nnc(-c2cccs2)n1CC1CCCO1)c1ccccc1 (stereo unspecified),-3,1.1,3%,19,0.99,1,0,0,0
CC1(C)OC(=O)C(=CNc2cccc(C(=O)O)c2)C(=O)O1,-12,1.1,4%,-16,1.1,-7,-5,-12,-16
Cn1cnc2c1c(=O)n(Cc1cccc(Br)c1)c(=O)n2C,-2,1.1,2%,11,0.99,2,3,6,4
O=C(CSc1nnc(-c2cccc(S(=O)(=O)N3CCCCC3)c2)o1)NCCC1=CCCCC1,-2,1.1,1%,2,1.1,-1,-1,-7,-1
Cc1noc(C)c1CSCC(=O)OCC(=O)N1CC(=O)Nc2ccccc21,3,1.1,6%,10,1,-3,10,.,.
O=C(CN1CC(c2ccccc2)CC1=O)Nc1ccc2c(c1)OCO2 (stereo unspecified),1,1.1,2%,11,1.1,4,6,-1,-5
O=C(C1=C(O)C(=O)N(CCN2CCOCC2)C1c1cccnc1)c1cc2ccccc2o1 (stereo unspecified),-9,1.1,2%,.,1,1,2,-4,5
CC12CCC(C(=O)Nc3cccnc3)(CC1=O)C2(C)C (stereo unspecified),1,1.1,0%,0,1,-8,-5,-4,4
CCN(CCCNC(=O)CCNC(=O)Cn1cnc2ccccc2c1=O)c1ccccc1,6,1.1,1%,13,0.97,4,-1,4,-2
CCOC(=O)c1ccc(N2C(=O)CC(NC3CCN(C(=O)c4ccc(F)cc4)CC3)C2=O)cc1 (stereo unspecified),3,1,5%,14,1,-10,8,-4,-4
CCOc1ccc2[nH]c(=O)c(CN(CCN3CCOCC3)Cc3nnnn3C(C)(C)CC)cc2c1,-17,2.6*,11%,1,1,-10,-2,5,0
CC1CCCC(NC(=O)c2ccc(CNc3c(N4CCCC4)c(=O)c3=O)cc2)C1C (stereo unspecified),-7,1.1,3%,9,1.1,-1,6,5,-3
C=CCc1cccc(/C=N/n2cnnc2)c1O,-8,1,6%,.,1.1,9,5,5,-1
COc1ccccc1-n1c(=O)[nH]c2c(C(N)=O)nc(CC(C)C)nc21,-4,1.8,2%[fluoresces],13,1,12,6,3,4
Cc1ccc(N(CC(N)=O)C2SC(=O)N(C)C2=O)cc1 (stereo unspecified),0,1.1,7%,9,1,-3,4,.,.
COc1ccc(Cl)cc1C(=O)CSc1nc(N)cc(N)n1,1,1.1,8%,-1,0.99,5,3,7,6
CCOc1ccc(NC(=O)CN(c2ccc(OC)cc2)S(C)(=O)=O)cc1,3,1.1,0%,-18,1.1,3,3,2,6
Cc1ccc(C2CC(C(F)(F)F)n3ncc(C(N)=O)c3N2)cc1 (stereo unspecified),3,1.1,4%,.,1,9,1,-13,-3
Cc1c(Cl)cccc1NC(=O)CCN1CCCC(C)C1 (stereo unspecified),-1,1.1,0%,17,1.1,-6,1,.,.
COc1cccc(C(c2nnnn2CCc2ccccc2)N2CCN(c3ccccc3)CC2)c1OC (stereo unspecified),-2,1,4%,8,0.99,11,0,-2,2
Cc1ccc(Nc2cc(C)nn2-c2nc(C)cc(=O)[nH]2)cc1,-7,1.1,4%,68*,1,100*,4,-1,5
CCC(Sc1ccc2nnc(-c3ccc(OC)c(OC)c3)n2n1)C(=O)O (stereo unspecified),4,1.2,9%,-3,1,-5,3,3,-2
COc1cccc(-n2ccnc2SCC(=O)Nc2nccs2)c1,4,1.1,3%,1,1,-2,0,2,-1
O=C1c2ccccc2C(=O)N1CCOCCN1C(=O)c2ccccc2C1=O,2,1.1,4%,8,1,-5,13,6,9
CC(C)(C)NC(=O)Cn1nnc(-c2ccccc2Cl)n1,-2,1.1,5%,-11,1,-3,9,7,0
COc1ccc(CCCc2nnc(SCC(=O)Nc3ncc(C)s3)o2)cc1,0,1.1,3%,3,0.99,-9,3,4,-4
Brc1c(CSc2nncn2-c2ccccc2)nc2sccn12,0,0.96,3%,5,0.99,-1,8,.,.
c1ccc(N2CCN(c3ccccc3)C2c2cccs2)cc1,2,1.1,5%,8,1,10,-2,-1,2
O=C(c1ccncc1)N1CCN(C(=O)c2ccco2)CC1,2,1.1,2%,4,1,-12,11,8,0
Cc1ccc(-c2nc(=S)c3c(n2Cc2ccco2)CC(C)(C)OC3)cc1,5,1,2%,3,1.2,11,-6,.,.
Cc1sc(NC(=O)c2ccco2)nc1-c1ccc2c(c1)CC(C)N2C(=O)C1CC1 (stereo unspecified),-14,1.3,6%,7,1,26,-1,-2,-3
O=C(Oc1cccnc1)c1ccc(Cl)c(Cl)c1,-2,1,5%,1,1,-2,7,5,-7
CCOC(=O)c1ccccc1NC(=O)CSc1nnc(COc2ccccc2)n1CC,3,1.2,5%,16,0.99,50,-7,-5,3
CN1CCCC(OC(=O)c2cc(Br)ccc2Cl)C1 (stereo unspecified),0,1.1,1%,11,1,-5,6,0,-1
CC(NS(C)(=O)=O)C(c1cccs1)N1CCN(Cc2ccccc2)CC1 (stereo unspecified),-5,1.1,3%,2,1,-13,3,2,1
COc1cccc(OC)c1OCC(C)CNCC1CCCO1 (stereo unspecified),2,1.1,17%,.,1,12,5,15,5
CSc1nc(NC(C)=O)nc(C)c1Cl,-1,1.1,2%,.,1,9,-3,-1,-8
CC(=O)Nc1c2c(nn1-c1ccc(C)cc1C)CSC2,3,1,4%,-2,0.99,-11,10,7,0
COc1cc(NC(=O)c2ccc3c(c2)OCO3)c2ncccc2c1,-4,3*,19%,-7,1.1,9,2,7,5
CSc1nnc2c(n1)OC(C)=Nc1ccccc1-2,7,1.1,4%,11,1.1,7,-5,-4,1

An excerpt from above, showing only PKA inh and Fluor 339 460:
Compound | PKA inh | Fluor 339 460
c1ccc(N2CCN(c3ccccc3)C2c2cccs2)cc1 | -2 | 1.1
O=C(c1ccncc1)N1CCN(C(=O)c2ccco2)CC1 | 11 | 1.1
Cc1ccc(-c2nc(=S)c3c(n2Cc2ccco2)CC(C)(C)OC3)cc1 | -6 | 1
Cc1sc(NC(=O)c2ccco2)nc1-c1ccc2c(c1)CC(C)N2C(=O)C1CC1 (stereo unspecified) | -1 | 1.3
O=C(Oc1cccnc1)c1ccc(Cl)c(Cl)c1 | 7 | 1
CCOC(=O)c1ccccc1NC(=O)CSc1nnc(COc2ccccc2)n1CC | -7 | 1.2
CN1CCCC(OC(=O)c2cc(Br)ccc2Cl)C1 (stereo unspecified) | 6 | 1.1

7 structures out of the list, arranged by molecular weight, falling.
Molecule,MMP-13 inhibitor,Fluor 339 460,NADH coupling,HEK293 NFkB inh,A340 absorber,tolC growth inh,PKA inh,ROCK2 blocker,JNK3 inh
O=C(CSc1nnc(-c2cccc(S(=O)(=O)N3CCCCC3)c2)o1)NCCC1=CCCCC1,-2,1.1,1%,2,1.1,-1,-1,-7,-1
COc1cccc(C(c2nnnn2CCc2ccccc2)N2CCN(c3ccccc3)CC2)c1OC (stereo unspecified),-2,1,4%,8,0.99,11,0,-2,2
COc1ccc(CCCc2nnc(SCC(=O)Nc3ncc(C)s3)o2)cc1,0,1.1,3%,3,0.99,-9,3,4,-4
Brc1c(CSc2nncn2-c2ccccc2)nc2sccn12,0,0.96,3%,5,0.99,-1,8,.,.
COc1ccc(/C=N/n2cnnc2)cc1COc1ccccn1,-1,1.1,3%,9,1,-17,-3,-4,5
Cc1cc(NC(=O)C2CC(=O)OC2c2ccccc2)no1 (stereo unspecified),-4,1.2,3%,24,1,-23,-5,-5,-6
O=C(c1ccncc1)N1CCN(C(=O)c2ccco2)CC1,2,1.1,2%,4,1,-12,11,8,0

Screening data (PubChem)
